High-throughput results: PubChem, several laboratories
Measles CPE = protection of cells from measles virus; Measles virus-infected cells, CPE protection, absorbance; 140,000 tested, 1.5% active; AID 841; protection (pct of control), % at 4 µM; in the data active = protection mostly above about 24%, no sharp cut-off; inactive = mostly below about 26%; note: some compounds called inactive have numbers as strong as hits
HCT116 PTEN-null = suppresses growth of cells with PTEN deletion; 140,000 tested, 1.2% active; HCT116 PTEN-null viability, CellTiter-Glo, 60 h; hits give low values; AID 827; viability, % at 10 µM;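 active = viability at or below a set limit, 4 SD under the median of all tested compounds, cut at about 3.7% in these data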;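 note: PTEN knockout HCT116 line with beta catenin targeted HCT116 as companion control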
NPY Y2 blocker = antagonists of human neuropeptide Y receptor Y2; P49146; NPY-Y2 expressing cells, antagonist mode; inhibition, % at 2.7 µM; 140,000 tested, 0.99% active; in the data active = inhibition above about 17%;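 note: 0% = vehicle with agonist challenge and 100% = reference antagonist with challenge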
Target sequence (P49146 whole entry, looked up): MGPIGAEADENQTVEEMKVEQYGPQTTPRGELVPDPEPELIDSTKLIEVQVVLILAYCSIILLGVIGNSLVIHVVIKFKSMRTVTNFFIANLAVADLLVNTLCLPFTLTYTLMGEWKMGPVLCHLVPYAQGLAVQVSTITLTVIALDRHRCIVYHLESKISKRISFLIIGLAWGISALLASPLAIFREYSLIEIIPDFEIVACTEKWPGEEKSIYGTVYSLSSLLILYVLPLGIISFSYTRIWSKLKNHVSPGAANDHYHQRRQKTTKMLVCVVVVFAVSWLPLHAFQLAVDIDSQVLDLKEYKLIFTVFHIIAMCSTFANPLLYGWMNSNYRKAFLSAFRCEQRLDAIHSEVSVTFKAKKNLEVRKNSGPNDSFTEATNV
Phagocytosis inh = blocks phagocytosis by macrophages; J774A.1 macrophage IgG-bead phagocytosis, imaging; inhibition, % at 5 µM; 110,000 tested, 0.07% active; AID 1029;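 active = inhibition above the mean of the plate negative controls plus 5 SD, cut at about 13% in these data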;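 note: phagocytic index as fraction of beads internalized from green versus red external bead signal; plate controls were DMSO negative control for no effect and cytochalasin-D positive control for full effect; some results beyond the cut were filed as inactive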
E-sel TNF inh = blocks E-selectin expression induced by TNF alpha; inhibition, % at 2 µM; 120,000 tested, 0.71% active; HUVEC TNFa-induced E-selectin immunofluorescence, high content;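 active = inhibition above the batch mean plus 3 SD, and confirmed as a hit on visual image review, cut at about 43% in these data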;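 note: 0% = TNF-stimulated DMSO wells and 100% = unstimulated control wells; not every result past the cut was called active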
MRP-1 activ = activators of MRP-1. H69AR cells + doxorubicin, viability rescue, CellTiter-Glo. viability increase, % at 10 µM. 140,000 tested, 0.61% active. AID 799;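 active = viability gain under doxorubicin at or above a set limit, the compound median plus 3 SD, cut at about 4.7% in these data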;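 note: MRP-1 overexpressing cells given doxorubicin 25 µM after compound pretreatment; 18-22 h compound pretreatment then 72 h with doxorubicin before readout; 0% = doxorubicin-only wells and 100% = vehicle-treated cells without doxorubicin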
Yeast lifespan up = extends the lifespan of yeast | inhibition of the nicotinamide effect, % at 10 µM | 130,000 tested, 0.68% active | S. cerevisiae growth with nicotinamide, OD615; deaD strain in restrictive glucose medium;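 active = inhibition above a set limit, placed 3 SD over the median of all compounds, cut at about 26% in these data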;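 note: 0% = nicotinamide-treated wells and 100% = cells grown without nicotinamide; some compounds called inactive have numbers as strong as hits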
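assay system = DeaD-strain S. cerevisiae | buffer or medium = restrictive glucose medium | reagent = 1.5 mM nicotinamide | compound = 10 µM single point, 0.25% DMSO | incubation = 48 h compound exposure at 30 °C, humidified | signal = OD615 measurement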
BB579 growth dn = chemicals that inhibit yeast BB579 growth in restrictive medium (lifespan-shortening candidates) | inhibition, % at 10 µM | S. cerevisiae BB579 growth, OD615, 48 h | 140,000 tested, 0.51% active;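 active = inhibition above a set limit, 3 SD over the mean compound inhibition, cut at about 44% in these data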; note: inactives centre near -24
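Test system: Saccharomyces cerevisiae DeaD strain BB579, replicative lifespan model yeast | Buffer or medium: Restrictive CSMM-D medium | Doses: One dose, 10 µM compound with 0.25% DMSO | Incubation: 48 h exposure, 30 °C | Detection: Culture absorbance at 615 nm | Control set: Amphotericin B at 10 µg/mL as positive control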
HCT116 bCat-KO = beta-catenin-lacking colon tumor cell growth suppression; 140,000 tested, 1.5% active; viability, % at 10 µM; HCT116 beta-catenin knockout viability, CellTiter-Glo, 60 h; hits give low values; AID 818;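 active = viability at or under a set limit, the compound median less 4 SD, cut at about 6% in these data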;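 note: 0% = Hyamine 1622 control at 20 µM and 100% = untreated cell control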
GALR2 blocker = blocks the human galanin receptor 2; GALR2-expressing cells, antagonist mode; AID 828; inhibition, % at 4 µM; 140,000 tested, 0.39% active; O43603; in the data active = inhibition above about 27%;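 note: cells stimulated with galanin 1-16 at roughly its EC80; 0% = agonist challenge control and 100% = basal control without agonist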
Target sequence (O43603 whole entry, looked up): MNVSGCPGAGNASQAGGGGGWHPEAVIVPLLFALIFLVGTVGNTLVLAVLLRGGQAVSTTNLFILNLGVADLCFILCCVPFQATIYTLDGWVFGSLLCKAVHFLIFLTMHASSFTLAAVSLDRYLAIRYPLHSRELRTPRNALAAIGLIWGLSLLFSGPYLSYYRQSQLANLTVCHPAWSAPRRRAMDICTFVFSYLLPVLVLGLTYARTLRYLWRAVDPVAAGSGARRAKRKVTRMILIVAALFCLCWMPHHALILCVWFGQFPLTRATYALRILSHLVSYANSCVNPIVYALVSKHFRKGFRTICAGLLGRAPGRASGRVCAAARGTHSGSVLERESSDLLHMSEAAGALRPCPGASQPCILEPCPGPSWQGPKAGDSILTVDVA
* hit, by the source's call; · = not tested or not shown.

SMILES	Measles CPE	HCT116 PTEN-null	NPY Y2 blocker	Phagocytosis inh	E-sel TNF inh	MRP-1 activ	Yeast lifespan up	BB579 growth dn	HCT116 bCat-KO	GALR2 blocker
CCCC1=[N+](CC(=O)c2ccccc2)CCn2c(C)ccc21	7.2	46.3	0.5	·	9.2	-4.5	-6.4	-23.8	55.4	4.7
CN(Cc1ccco1)C(=O)Cn1c(=O)oc2cc(S(=O)(=O)NCc3ccccc3)ccc21	14.5	83.5	2.8	-0.5	·	-2.8	-6.5	-26.0	87.5	2.7
CCOC(=O)c1ccc(NC(=O)Cn2nnc(-c3ccccc3F)n2)cc1	0.6	87.6	5.1	-6.0	·	-0.7	-4.5	14.2	92.9	-2.4
Nc1ccc(N=Nc2ccccc2)c(N)n1	27.6	97.7	-0.8	·	·	-0.5	-3.5	-43.9	98.6	-2.4
CC(C)CN1CCC(C(=O)N2CCN(c3ccccc3F)CC2)CC1	0.6	100.1	4.0	-3.4	7.4	-0.3	15.0	-33.3	91.8	-1.3
N=C1/C(=C\c2ccc(-c3cccc(Cl)c3)o2)C(=O)N=C2SC=C(c3ccccc3)N12	32.0	95.2	1.0	2.4	·	3.2	7.0	-38.7	99.3	7.5
Cc1ccc(-c2c(C#N)c(N)n(-c3ccc(C)cc3)c(=O)c2C#N)cc1	5.5	80.5	3.5	0.6	58.6	-3.0	-3.1	-46.7	85.7	1.1
Cc1ccc(-c2cc(C(=O)NCc3ccco3)c3ccccc3n2)o1	9.7	88.2	4.9	·	-7.4	-1.8	-7.3	-1.8	72.0	-3.0
O=c1[nH]c2c(s1)C(c1ccc(O)cc1)C1C3CCC(C3)C1S2 (stereo not given)	22.7	113.5	3.5	-0.3	17.1	-2.5	-9.7	-20.6	103.4	-12.8
CCOn1c(-n2nc(C)cc2C)nc2ccccc2c1=O	33.5	83.8	-0.5	·	-15.4	-2.4	-6.6	-54.9	100.2	6.4
Cc1onc(-c2c(F)cccc2Cl)c1C(=O)N1CCN(S(C)(=O)=O)CC1	3.9	97.5	0.6	0.8	-22.8	-2.9	-5.4	10.8	88.3	-1.8
Cc1cc(C)nc(NN2C(=O)/C(=C/c3ccc(O)cc3)SC2=S)n1	10.6	87.2	8.0	·	-66.8	7.8*	2.9	-21.0	84.2	0.9
CCOC(=O)C(NC(C)=O)(OCc1ccccc1)C(F)(F)F (stereo not given)	2.1	96.7	0.8	2.3	-3.6	-1.3	1.7	-29.3	93.1	-2.4
CCOC(=O)Cc1csc(N)n1	3.8	108.0	1.4	0.5	7.4	0.2	-2.4	-15.4	99.5	-10.4
COc1cccc(NS(=O)(=O)c2ccc3[nH]cc(C(=O)NC4CC4)c(=O)c3c2)c1	4.3	70.7	-2.2	·	-31.2	3.1	-5.9	-36.9	70.3	-7.2
O=C1CC(c2ccco2)CC2=C1C(c1ccccc1)n1nc(C(F)(F)F)nc1N2 (stereo not given)	6.2	78.3	2.2	0.2	-8.9	-2.8	-11.3	-39.7	82.5	5.5
COC(=O)C(Cc1ccccc1)NC(=O)CSc1nc(C)cc(=O)[nH]1 (stereo not given)	15.6	87.6	1.4	-1.1	1.0	-2.5	0.2	-42.0	99.2	5.1
COc1ccccc1CNC(=O)CCSCc1cccc(Cl)c1	7.2	101.1	16.3	-10.7	·	-1.5	-5.7	10.9	96.8	-21.9
CCOC(=O)N1CCN(Cc2nc(N)nc(Nc3ccccc3C)n2)CC1	15.8	97.5	1.6	·	45.7	-2.6	1.7	-20.4	88.1	0.9
COc1ccc(N2CCN(C(=O)CCc3ccc(S(=O)(=O)NC(C)C)cc3)CC2)cc1	3.6	87.6	3.0	·	13.3	-2.0	·	-16.8	88.9	-2.5
COc1ccc(C(CNC(=O)c2ccc(S(=O)(=O)N3CCOCC3)cc2)N2CCCCC2)cc1 (stereo not given)	14.2	87.0	-0.2	·	-4.7	-4.0	-7.1	-51.4	89.6	-5.0
O=C(O)C1CCCCC1C(=O)Nc1nc(-c2cccs2)cs1 (stereo not given)	8.6	81.2	5.0	-0.1	29.6	-3.6	-11.6	-16.1	89.1	-1.7
CCn1cc(SCC(=O)N2CCc3ccccc32)c2ccccc21	2.3	73.9	1.8	0.0	·	-2.1	-8.3	-21.9	86.1	9.8
CCCCn1c2nc3ccccc3nc2c2c(=O)n(C(C)CC)cnc21 (stereo not given)	7.9	82.7	-1.5	0.1	23.5	-3.5	-10.0	5.5	86.6	-1.6
COc1ccccc1-c1cc(C(=O)N/N=C/c2cccs2)c2ccccc2n1	5.6	69.5	6.9	-0.1	2.9	-0.7	0.5	-16.6	68.0	9.5
O=C(Cn1cnc2ccccc2c1=O)NCc1ccco1	21.8	100.5	2.6	-1.2	-5.6	-0.9	-10.2	8.3	93.9	-2.8
N#Cc1cc(C(=O)c2cc(Br)ccc2O)cn(C2CCCCC2)c1=O	5.2	44.1	-0.5	2.8	-6.4	-6.6	-2.2	-37.0	49.4	-10.2
Cc1ccc(CC2S/C(=N/c3ccccn3)NC2=O)cc1 (stereo not given)	0.9	98.3	-0.6	-0.7	-19.6	0.5	-7.6	-16.3	95.6	-1.4
COc1ccc(NC(=O)N2CCCC2C(=O)Nc2ccccc2)cc1 (stereo not given)	10.7	91.4	0.0	·	7.6	1.6	-13.1	-10.3	104.3	-4.8
COc1ccc(SCc2noc(C(=O)NCC3CCCO3)c2C(=O)O)cc1 (stereo not given)	4.7	91.7	4.3	·	18.3	-1.1	-8.7	-12.0	94.8	1.3
O=S(=O)(Cc1ccccc1)N1CCN(c2ccccc2)CC1	33.5	96.1	4.7	·	21.1	-1.7	-9.9	-20.3	98.4	1.9
Cc1ccc(C)c(N2CN(Cc3ccco3)CNC2=S)c1	5.1	85.8	1.9	-5.9	·	-1.1	4.0	-0.9	88.4	-10.0
CCOc1ccc(-c2cc(CCCC(=O)Nc3cc(OC)ccc3OC)no2)cc1	0.3	73.4	5.2	·	·	-3.9	-27.2	-14.4	71.0	-36.9
COc1cccc(NC(=O)CN(C)C(=O)/C=C/c2cc(OC)ccc2OC)c1	9.0	91.2	2.5	1.2	·	-2.3	-0.2	-33.1	87.2	-9.4
Cc1cc(NC(=O)COC(=O)C2COc3ccccc3O2)no1 (stereo not given)	1.7	91.0	1.8	0.5	-1.3	-1.8	-5.1	-26.3	96.1	-5.7
COc1ccc(Cc2nnc(NC(=O)c3cccs3)s2)cc1	7.1	103.3	5.7	-0.8	·	0.5	-9.7	-19.6	110.5	9.0
COc1ccc(N2C(=O)CC(Sc3nc(C)cc(C)c3C#N)C2=O)cc1 (stereo not given)	22.5	84.8	0.6	·	-8.0	-3.9	·	-30.4	84.0	4.6
CCCCC(=O)Nc1ccc2c3c(cccc13)CC2	9.2	95.5	3.5	·	7.0	-0.7	-2.9	-31.9	81.8	-7.4
CCOC(=O)CSc1ccc(S(=O)(=O)N(C)C2CCCCC2)cc1[N+](=O)[O-]	5.5	86.8	-3.4	·	-8.9	-0.6	0.0	-36.8	102.4	-14.8
COc1cc(C(=O)NNc2nc3cc4c(cc3s2)OCO4)cc(OC)c1OC	3.0	87.8	7.4	·	14.2	-1.8	1.3	-13.6	84.6	4.5
CCOC(=O)c1c(C)[nH]c(C(=O)CSc2nc(C)cc(C)n2)c1C	4.0	89.3	3.0	-4.0	7.5	-1.9	-4.3	-36.0	83.5	-1.9
COc1ccc(Nc2ccc(S(=O)(=O)N3CCCCCC3)cc2[N+](=O)[O-])cc1	21.6	62.0	3.4	-9.9	·	-0.9	-7.8	-29.4	60.9	-3.2
COC(=O)c1ccc(COc2ccccc2/C=C(\C#N)C(=O)Nc2ccccc2C)cc1	3.7	99.1	-1.7	-6.4	34.9	-1.7	-6.8	1.6	102.7	-10.7
C/C(N)=C(/C#N)C(=O)COC(=O)COc1ccc(Cl)cc1C	14.5	91.3	5.5	-0.7	·	-0.5	-12.3	-27.7	81.1	14.9
O=C(CCn1c(=S)[nH]c2cc3c(cc2c1=O)OCO3)N1CCc2ccccc2C1	16.2	92.3	0.9	-0.3	9.3	-3.1	-0.2	-28.5	91.0	-6.1
CN1/C(=C\C(=O)CSc2nnc(NCc3ccccc3)s2)C(C)(C)c2ccccc21	4.1	52.0	8.2	-2.3	·	-1.8	0.5	-40.2	58.6	3.4
O=C(NC(NC1CCS(=O)(=O)C1)C(Cl)(Cl)Cl)c1cccc(Cl)c1 (stereo not given)	13.1	89.5	0.3	·	41.1	-0.1	-16.1	-17.4	90.7	-0.6
COC(=O)Cc1c[nH]c2cccc(OCC(O)CN(Cc3ccc([N+](=O)[O-])cc3)C(C)(C)C)c12 (stereo not given)	3.3	35.9	4.2	1.1	11.7	-7.0	-17.1	-25.4	38.1	0.9

Looked up above:
CCCCC(=O)Nc1ccc2c3c(cccc13)CC2 – Measles CPE: 9.2
CN1/C(=C\C(=O)CSc2nnc(NCc3ccccc3)s2)C(C)(C)c2ccccc21 – GALR2 blocker: 3.4

Further results
SMILES	Measles CPE	HCT116 PTEN-null	NPY Y2 blocker	Phagocytosis inh	E-sel TNF inh	MRP-1 activ	Yeast lifespan up	BB579 growth dn	HCT116 bCat-KO	GALR2 blocker
CCOC(=O)N1CCC(C(N)=O)CC1	13.3	91.9	0.6	-0.7	·	0.4	-4.6	-21.1	90.2	3.3
Cc1csc(NC(=O)C(CC(C)C)NS(=O)(=O)c2ccc3c(c2)oc(=O)n3C)n1 (stereo not given)	7.7	90.8	-0.4	0.2	10.3	-2.9	-2.7	-12.7	93.4	-7.5
N/C(=N\OS(=O)(=O)c1ccc2ccccc2c1)c1ccncc1	21.1	94.0	12.1	0.7	-4.1	-3.2	-1.9	-20.4	100.6	11.3
CCc1ccc(-c2nc(CN3CCC(C(=O)N4CCN(c5ccccn5)CC4)CC3)c(C)o2)cc1	6.9	1.1*	16.6	0.1	·	-5.7	22.8	-2.2	1.9*	-5.7
O=C1NC(c2ccccc2)(C(F)(F)F)SC2=NCCCN12 (stereo not given)	12.1	91.7	3.3	2.8	-7.7	-1.0	-9.0	-55.6	83.2	-6.4
CC(=O)Nc1ccc(S(=O)(=O)NC(CC(=O)NCCCN2CCOCC2)C(C)C)cc1 (stereo not given)	2.6	100.8	-0.3	·	10.6	-0.5	-13.5	-27.4	109.6	-1.4
Cc1ccnc(NS(=O)(=O)c2ccc(NC(=O)c3cc(-c4ccc(Br)cc4)nc4ccccc34)cc2)n1	27.4	55.9	4.1	0.0	·	1.8	5.7	-10.1	75.2	-10.2
N#CC1=C(SCC(=O)Nc2ccccc2)NC(=O)CC1c1ccco1 (stereo not given)	6.9	30.3	5.7	·	9.4	-5.5	·	-47.9	24.7	7.9
Nc1nc(Br)c2c(F)cccc2c1-c1ccc(Cl)cc1	8.6	96.5	7.0	·	-0.1	-0.2	-3.3	-70.6	100.8	7.1
CC(C)NCCOc1cccc(Br)c1	3.9	107.3	1.7	-1.0	-6.7	0.2	-1.2	-0.2	97.8	6.2
